Screens: PubChem, several laboratories
M18AAP inhibitor: PfM18AAP enzyme inhibition | recombinant PfM18AAP, H-Glu-NHMec fluorogenic cleavage | inhibition, % at 7.35 µM | actives 1.2% (n = 290,000) | AID 1822;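 active means inhibition above the campaign mean inhibition over all tested compounds plus 3 SD, cut at about 28% in these data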;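 further: 0% = plate median of test compound wells and 100% = 2 mM ZnCl2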
IDE cell activ: IDE (human) activation, cell-based; P14735; HEK cells, FAbeta-B cleavage, fluorescence polarization; 0% vehicle, 100% cell-free pure enzyme wells; activation, % at 5.96 µM; actives 0.073% (n = 340,000); AID 493087;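 active means activation above the mean of all tested compounds plus 3 SD, set per screening campaign, cut at about 17% in these data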
IDE inh: inhibits human insulin-degrading enzyme in HEK cells | AID 434962 | FAbetaB cleavage, fluorescence polarization | actives 0.41% (n = 320,000) | inhibition, % at 5.59 µM | P14735;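 active means percent inhibition above the average of all tested compounds plus 3 SD, set per screening campaign, cut at about 16% in these data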;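 further: IDE supplied by intact live HEK cells; FP after avidin binding of uncleaved biotin substrate so inhibition keeps polarization high; 0% = DMSO wells and 100% = 60 µM reference IDE inhibitor Ii1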
FID counter: displaces DNA intercalator in HCV helicase counter-screen; AID 1845; actives 0.17% (n = 290,000); DNA fluorescent intercalator displacement, fluorescence; inhibition, % at 7.9 µM; in the data active means inhibition above about 37%;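 further: 0% = vehicle and 100% = reference compound; higher means more ethidium bromide displaced from hairpin DNA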
SUMO HTRF inh: SUMOylation inhibition; P63279; HTRF SUMOylation assay, SAE1/SAE2 + UBC9, in vitro; inhibition, % at 35 µM; actives 0.36% (n = 290,000); in the data active means inhibition above about 50%, passing the limit was not always enough; further: strong numbers were not always called active
Target sequence (P63279 whole entry, looked up): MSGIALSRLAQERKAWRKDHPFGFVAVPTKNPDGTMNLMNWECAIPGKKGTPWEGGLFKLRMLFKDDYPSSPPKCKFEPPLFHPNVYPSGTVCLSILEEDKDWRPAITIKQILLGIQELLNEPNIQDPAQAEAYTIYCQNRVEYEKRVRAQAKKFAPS
pCIP destab: p/CIP protein destabilization; Q05BA5; F442A p/CIP-EGFP cells, EGFP fluorescence, 16 h; decrease of EGFP signal, % at 10 µM; actives 0.01% (n = 290,000); AID 1984;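 active means EGFP signal decrease of at least 30% at 10 µM or well 3 SD below plate mean, unless failing retest; inactive means the rest, including hits failing retest or dose response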; further: some compounds called inactive have numbers as strong as hits; many of its hits are not listed in these tables
IMP-1 inh: blocks Pseudomonas aeruginosa IMP-1 metallo-beta-lactamase | purified IMP-1, nitrocefin hydrolysis, epi-absorbance fluorescence | inhibition, % at 5.6 µM | actives 0.45% (n = 290,000);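 active means inhibition above the mean plus 3 SD of all compounds in the same screening run, cut at about 4.5% in these data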;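 further: 0% = IMP-1 with DMSO and 100% = DMSO wells lacking enzyme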
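assay system = purified recombinant IMP-1 metallo-beta-lactamase enzyme | schedule = 15 min preincubation plus 25 min reaction at 25 °C | signal = Epi-absorbance fluorescence, 480 nm excitation, 530 nm emission | read-out basis = percent inhibition from optical density relative to buffer-blank wells | controls = IMP-1 with DMSO as 0%, enzyme-free DMSO as 100%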
NS3 helicase inh: blocks Hepatitis C virus NS3 helicase unwinding | NS3 helicase DNA unwinding, Cy5 molecular beacon fluorescence | actives 0.56% (n = 290,000) | inhibition, % at 10.9 µM;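 active means inhibition above the mean of all tested compounds plus 3 SD, set per campaign, cut at about 35% in these data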;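 further: 0% = DMSO wells and 100% = thioflavine S control wells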
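Assay system – hepatitis C virus NS3 helicase domain fragment enzyme · Buffer or medium – MOPS pH 6.5, MgCl2, DTT, Tween20, BSA · Reagent – Cy5/quencher beacon DNA duplex and ATP to start · Compound – single 10.9 µM dose · Timing – 1 h at 25 °C · Technique – Cy5 beacon fluorescence read at start and 1 h · Measure – % inhibition of unwinding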
VIM-2 inh: inhibitors of Pseudomonas aeruginosa VIM-2 metallo-beta-lactamase; purified VIM-2, nitrocefin hydrolysis, epi-absorbance fluorescence; inhibition, % at 5.6 µM; actives 0.89% (n = 290,000); AID 1527;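 active means inhibition above the mean of all tested compounds plus 3 SD, cutoff set per screening run, cut at about 7.5% in these data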;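 further: red hydrolysis product quenches plate fluorescence so inhibitors raise well fluorescence; 0% = enzyme with DMSO and 100% = DMSO without enzyme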
The depositor's hits bear a star; . = not tested or not shown; & = joins results of further samples.

Below each SMILES: M18AAP inhibitor, IDE cell activ, IDE inh, FID counter, SUMO HTRF inh, pCIP destab, IMP-1 inh, NS3 helicase inh, VIM-2 inh
> CC(=O)CCc1c(C)[nH]c2ccc(NC(C)=O)cc2c1=O
 : -3.8, 1.5, -1.1, 3.0, 15.1, -9.8, -3.6, -6.2, -5.1
> COc1ccc(N(CC(=O)NCCOc2ccccc2)S(=O)(=O)c2ccc(C)cc2)cc1
 : 11.4, 4.5, 3.4, -38.9, 0.6, 6.3, -2.3, -14.8, -2.9
> O=C(CCNS(=O)(=O)c1ccc(Br)s1)NCc1ccccc1
 : -0.6, -0.4, 2.1, -11.8, -11.5, -4.5, -3.2, 1.4, 2.6
> CC(=O)c1cnc(Nc2nc(C)c3ccc(C)cc3n2)nc1C
 : -6.3, 0.4, -2.5, -13.8, 25.4, -3.9, -4.5, 1.8, -2.3
> CCOc1ccc(CN2CCCC(CO)(Cc3ccccc3F)C2)cc1 (configuration not stated)
 : -5.8, 2.9, -1.2, 5.5, 3.0, -11.8, -1.6, -24.4, -2.8
> OCCN(CCO)CC(O)COc1ccc(Br)cc1 (configuration not stated)
 : 2.5&-2.4, -5.7, 4.7&-5.8, -1.4&-3.3, 11.9&1.3, 2.4&2.7, -0.9&-2.2, -2.6&5.2, -2.4&-3.4
> CCN(CC)C(=O)Oc1ccccc1NC(C)=O
 : -5.7, -0.3, 2.4, -0.8, -8.9, 4.2, 0.5, -4.8, -0.1
> COc1cc(OC)cc(C(=O)Nc2ccc(S(=O)(=O)Nc3cc(C)nc(C)n3)cc2)c1
 : 5.1, ., -1.1, -7.1, 25.3, -7.7, -0.2, -4.1, -3.5
> COc1cccc(-n2c(C)c3c(OC)cccc(=O)c3c2C)c1
 : 11.5, 0.2, -1.5, -13.1, 23.7, -7.9, 0.0, 17.1, -0.8
> CN(c1nc2ccccc2nc1Cl)S(=O)(=O)c1ccccc1
 : 2.2, 2.8, -0.9, -16.2, 5.0, -15.1, -4.2, -2.3, -2.5

The list continues:
Below each SMILES: M18AAP inhibitor, IDE cell activ, IDE inh, FID counter, SUMO HTRF inh, pCIP destab, IMP-1 inh, NS3 helicase inh, VIM-2 inh
> Cc1ncc(S(=O)(=O)C(C)(C)C)c(N)n1
 : 3.2, 3.2, -0.2, -5.8, -11.1, -3.6, -2.4, -8.4, -1.7
> CCCCc1nc2cc(C(=O)NCc3cc(C)n(C)n3)ccc2o1
 : 4.3, 8.6, -3.6, -31.9, 5.6, 1.2, -3.6, 0.5, -3.3
> COc1cc(C(=O)NCC(=O)OCc2ccccc2Cl)cc(OC)c1OC
 : -7.0, 4.2, -4.3, -24.0, -13.0, -11.8, -3.9, 4.9, -4.1
> Nc1cc(C(F)(F)F)cc([N+](=O)[O-])c1N
 : -3.5, 1.6, -4.6, 3.1, 5.8, -20.6, -4.2, 3.5, -6.5
> CCCCCCCCCCOC(=O)C[N+](C)(C)C/C=C(/C)Cl
 : -4.0, 3.4, 2.4, 8.9, 5.4, -11.6, -1.5, -70.3, 0.7
> N#CCN1CCCC(C(N)=O)C1 (configuration not stated)
 : -4.5, -6.3, 1.9, 0.7, 5.6, 4.4, 0.4, 0.1, -2.2
> Cn1cc(CN2CCC(CO)CC2)c(-c2ccc(Oc3ccccc3)cc2)n1
 : -14.3, -2.9, -2.2, 10.0, 0.9, -16.1, -0.9, -13.1, -0.7
> CC(C)(C)c1ccccc1OCCOCCN1CCCCCC1
 : 3.2, 5.0, 1.6, 4.6, 13.2, -12.1, -3.1, -23.6, -1.7
> CC(=O)Nc1ccc(OC(=O)c2cc([N+](=O)[O-])ccc2Cl)cc1
 : 3.8, 2.6, 0.0, 9.1, 6.3, -7.5, -1.4, 4.0, 4.0
> Cc1cc(=O)oc2cc(NC(=O)C3CC(=O)N(Cc4ccccc4)C3)ccc12 (configuration not stated)
 : -3.1, -0.6, 1.8, -24.9, 22.2, -10.3, -3.8, 4.1, 0.2

New compounds follow
Below each SMILES: M18AAP inhibitor, IDE cell activ, IDE inh, FID counter, SUMO HTRF inh, pCIP destab, IMP-1 inh, NS3 helicase inh, VIM-2 inh
> COc1ccc(C2NC3=C(CCC3)C3(C#N)C4(N=C(N)C23C#N)OCCO4)cc1 (configuration not stated)
 : 4.7, -0.1, 0.6, 9.6, 13.2, -8.6, -0.9, 2.7, -0.5
> O=C(CSc1ncccn1)Nc1ccc(N2CCOCC2)cc1
 : 3.7, 0.6, 7.4, -1.4, 3.0, 9.8, -0.8, 2.7, -4.3
> S=C(NCCc1ccccc1)Nc1ccc(Cl)cc1
 : 10.4, 2.4, 2.0, -0.9, -10.1, 0.7, -2.4, 1.7, -4.5
> CCOc1ccc(OCCC(=O)NNC(=O)c2nn(C)c(=O)c3ccccc23)cc1
 : 0.6, 1.5, 3.6, -14.6, 6.1, 4.9, 0.6, -4.9, -2.4
> CC1(c2ccccc2)NC(=O)N(CC(=O)Nc2ccc(Cl)c(S(=O)(=O)N3CCCCC3)c2)C1=O (configuration not stated)
 : -6.9, -3.7, -2.7, -13.9, -3.5, -14.5, -1.2, -34.4, -2.0
> Cc1ccccc1C(=O)/C=C1/SCC(=O)N1C
 : 4.9, -3.9, -0.6, -1.6, 19.6, -5.8, -1.8, 4.3, -2.0
> O=C(CNC(=O)c1ccccc1F)OCc1nc2ccccc2s1
 : 11.4, -1.9, -4.3, 7.2, 12.4, -7.5, -0.2, -2.5, 2.3
> Cc1ncoc1C(=O)N1CCCC(N2CCN(c3ccccc3F)CC2)C1 (configuration not stated)
 : 2.9, -0.1, 4.6, -18.3, -12.0, -4.6, -0.3, -3.6, 0.2
> COc1ccc(-c2nnc(SCC(=O)NC(=O)NCc3ccco3)o2)cc1
 : -3.2, 7.8, 7.7, -16.3, 1.4, -7.5, -3.7, 5.5, -5.7
> COC(=O)Cn1cnc2scc(-c3ccc(C)c(C)c3)c2c1=O
 : -4.6, 6.8, 2.5, -16.2, 10.4, 4.1, -0.7, -5.1, -0.3

Next section.
Below each SMILES: M18AAP inhibitor, IDE cell activ, IDE inh, FID counter, SUMO HTRF inh, pCIP destab, IMP-1 inh, NS3 helicase inh, VIM-2 inh
> Cc1csc(NC(=O)CCNC(=O)c2ccccc2Cl)n1
 : -0.4, 6.4, 3.2, -3.4, 1.0, 20.7, -2.2, 4.6, -1.7
> Cn1c(=O)oc2cc(S(=O)(=O)N3CCC(C(=O)NCc4ccccc4Cl)CC3)ccc21
 : -2.4, 7.3, -0.7, -6.7, -22.0, -3.2, -0.5, 3.4, -0.5
> CCNC(=O)Cc1c(OC)ccc2cc(Br)ccc12
 : -1.8, 6.0, 1.4, -4.1, 15.2, -4.3, -2.6, -2.1, -1.2
> COc1ccc(N2C(=O)c3ccccc3NC2c2ccc(OC)c(CSc3ccccn3)c2)cc1 (configuration not stated)
 : -5.6, -0.8, 2.3, -9.6, -2.9, -4.2, -2.6, -13.7, 0.2
> COc1c([N+](=O)[O-])cc(C(=O)NNC(=O)c2ccc(C)cc2)cc1[N+](=O)[O-]
 : 2.6, 7.1, -0.6, 2.9, 3.7, -13.6, -3.9, 10.3, -2.6
> O=C(CS(=O)(=O)c1ccccc1)Nc1ccccn1
 : -8.4, 3.0, 5.9, -3.1, 7.5, -14.3, -2.9, -22.1, -2.7
> CC1(C)CC2CC(C)(CN2C(=O)c2cc(-c3ccccc3O)on2)C1 (configuration not stated)
 : 4.7, 2.2, -3.8, -4.1, -31.5, 1.7, -2.5, 1.3, -6.0
> COC(=O)CSc1n[nH]c(-c2ccncc2)n1
 : -16.6, 3.7, 0.1, -3.5, 15.6, -12.8, -2.9, 13.0, -5.0
> CN(CC(=O)Nc1ccc2c(c1)OCCO2)S(=O)(=O)c1cccc2cccnc12
 : 0.0, 3.3, -0.1, -12.4, 8.2, -5.6, -1.0, -6.0, -1.0
> O=S1(=O)[C@H]2C[C@@H]3C=C[C@@]2(CN1Cc1ccccc1F)O3
 : 0.0, -6.8, 3.4, -6.0, 0.1, 1.5, 0.9, -26.4, 0.7

(next part)
Below each SMILES: M18AAP inhibitor, IDE cell activ, IDE inh, FID counter, SUMO HTRF inh, pCIP destab, IMP-1 inh, NS3 helicase inh, VIM-2 inh
> COC(=O)[C@H](Cc1c[nH]c2ccccc12)NC(=O)CCCc1c[nH]c2ccccc12
 : 3.4, -0.3, 2.5, -21.3, -20.2, 12.7, -1.5, -7.5, -2.2
> O=C(O)CCC(=O)N1CCN(c2ncccn2)CC1
 : 4.0, 1.9, 0.9, -4.6, 6.5, 1.4, -0.3, 13.2, 0.5
> Cc1ccc(S(=O)(=O)Nc2nc3ccccc3nc2N2CCN(c3ccccc3F)CC2)cc1
 : 4.2, 2.5, -4.6, -5.2, -5.9, -11.3, -2.2, 4.0, -1.5
> CCCCCCn1c(N)c(C#N)c2ccc([N+](=O)[O-])cc2c1=O
 : 4.4, -2.4, -4.8, 8.4, 13.6, -1.8, -2.3, -0.6, -2.2
> COCCn1c(COc2ccc(OC)cc2)nc2ccccc21
 : -5.8, 3.8, 2.9, -12.1, -13.4, -5.4, -5.7, -0.9, -2.3
> COc1ccc(-c2cnc(SCC(=O)Nc3cc(C)on3)n2Cc2ccco2)cc1
 : 3.2, 3.1, -3.7, -25.6, -15.2, -7.6, -3.1, -2.0, -3.3
> COc1cc(NC(=S)NC(C)=O)ccc1NC(=O)C(C)C
 : 4.4, 3.0, -0.7, -0.2, 0.8, -0.9, 1.6, 0.5, 1.7
> Cc1ccc(NC(=S)N/N=C2\CC(C)(C)Oc3ccc(O)cc32)cc1
 : 14.3, 4.5, -4.2, -11.7, 22.4, -3.7, -0.4, 8.3, -0.6
> N#Cc1ccccc1CSc1ncccc1C(=O)O
 : -0.8, 0.0, -4.2, -1.9, -5.8, -10.2, 0.7, 35.2, 1.5
> COc1ccccc1Nc1ncnc2c1c(C)c(C)n2CCO
 : -3.2, 5.2, ., -33.4, -3.1, 4.1, -4.5, 9.6, 4.7

(more compounds)
Below each SMILES: M18AAP inhibitor, IDE cell activ, IDE inh, FID counter, SUMO HTRF inh, pCIP destab, IMP-1 inh, NS3 helicase inh, VIM-2 inh
> O=C(O)Cn1c(SC2CCCCC2)nc2ccccc21
 : -2.1, 0.1, -0.3, 0.5, 3.6, -1.2, -3.3, -0.6, 0.3
> COc1cc([N+](=O)[O-])ccc1NC(=O)/C=C/C(=O)O
 : 0.2, 5.3, -2.5, 0.8, 2.8, 17.6, -2.0, -2.3, -2.6
> C1CCN(c2nc(N3CCCCC3)nc(N3CCNCC3)n2)CC1
 : -5.6, 4.2, 4.3, 9.1, 17.7, -3.6, -3.9, -7.5, -4.3
> CS(=O)(=O)N1CCCC(C(=O)NCCc2ccc(Cl)cc2)C1 (configuration not stated)
 : -3.0, 5.0, -4.2, -1.7, 25.3, -4.5, -1.5, 6.0, 0.8
